# PTHR1 agonist: agonists of human PTHR1 parathyroid hormone receptor. hit rate 0.075% among 410,000. HEK293 GP2 PTHR1 cells, GloSensor cAMP luminescence, 1 h. AID 743266. Q03431. Potency, µM (top dose mostly 115 µM), for inactives: top-dose activation, most hits filed as activators; also: nearly all actives have a fitted effect of over 55% in size; some results filed as inactive show a strong effect at the top dose; inactives centre near -15; many of its hits are not listed in these tables
#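 HEK-293-derived GP2 cells expressing PTHR1 and a GloSensor cAMP reporter, 3,000/well, plated overnight, given luciferin plus IBMX (each 0.5 mM as added) for 1 h at 37 °C, then compound for 1 h at 37 °C. Luminescence was read after 15 min at room temperature.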
# GLP-1R inv ag: acts as inverse agonist at human GLP-1 receptor; Potency, µM (top dose mostly 38.3 µM), for inactives: top-dose activity change, negative = inhibition, usual class: inhibitors; HEK293 GLP-1R CRE-luciferase, luminescence, 24 h; GLP-1R form is constitutively active; hit rate 1.6% among 410,000; P43220; also: % is scaled to controls: 0 for no effect and ±100 for the full control effect; nearly all actives have a fitted effect of over 55% in size
#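 Inverse agonism was detected as reduced cAMP-driven luciferase luminescence after 24 h compound treatment. The cells were HEK293 clones expressing constitutively active human GLP-1R with the reporter. Reporter-only and GPR119 cell lines served as counterscreen controls.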
# GLP1R cytotox: cytotoxic in the GLP-1 receptor inverse agonist counter-screen | HEK293 cAMP-luciferase reporter cells, luminescence, 24 h | Potency, µM (top dose mostly 38.3 µM), without a hit: at the highest dose activity change, negative = inhibition, actives largely listed as inhibitors | hit rate 0.13% among 410,000;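 also: loss of luciferase light is scored as toxicity; % is scaled to controls: 0 for no effect and ±100 for the full control effect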
#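 1536-well qHTS counterscreen of the MLSMR; 200 cells/uL, 12 h pre-incubation, 23 nL cpd, 24 h at 37 deg C 5% CO2, luciferase detection reagent, 12 min RT, luminescence. Inhibition = undesired.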
# * = called active by the depositor; i = inactive; ? = inconclusive; [ ] = another dose, or the depositor's remark. Calls follow the shape of the dose curve; as a rule, active = well fitted curve in the direction sought with a large enough effect; inconclusive = small, poorly fitted or top-dose-only effect, or another doubt; inactive = no such curve, though single readings can be large; an effect the other way counts as inactive or inconclusive. Potency is read from the fitted curve at half-maximal effect. A portion of the library, so the mix of outcomes need not match the whole.
SMILES,PTHR1 agonist,GLP-1R inv ag,GLP1R cytotox
Cc1ccc2oc3c(c(=O)c2c1)C(c1cccc(O)c1)N(Cc1ccccc1Cl)C3=O (centres undefined),i,-16%,-18%
CC1CCN(c2cc3c(cc2F)c(=O)c(S(=O)(=O)c2ccc(Cl)cc2)cn3C)CC1,-6%,5%,23%
CC(C)c1ccc(C2NC(=O)c3c(sc4c3CCN(C)C4)N2)cc1 (centres undefined),i,11%,52%[activator]
CCCN1Cc2cccc(C(=O)Nc3ccc(C(C)=O)cc3)c2C1=O,i,6%,-2%
Cc1cc(-c2ccc(S(=O)(=O)NCc3ccccc3Cl)s2)on1,i,-6%,1%
O=C(CSc1c2c(nc3ccc(Cl)cc13)CCCC2)NCc1ccccc1Cl,7%,?,?
Fc1ccc(Nc2c(-c3ccccn3)nc3ccc(Cl)cn23)cc1,i,11%,5%
Cc1ccc(NC(=O)c2cc(S(=O)(=O)N3CCCCC3)c[nH]2)cc1N(C)C,i,11%,-11%
Cc1ccccc1N(C)C(=O)c1noc2c1COc1ccccc1-2,-10%,?,-16%
Cc1ccc2nc(Cl)c3cc(C(=O)NC4CCCCCC4)sc3c2c1,?,8%,12%
CCCCN1C(C(=O)c2ccccc2)=C(OC(C)=O)c2ccccc2S1(=O)=O,-24%,?,-4%
O=C(NC1CC1)c1ccc(Cn2c(SCc3ccc(F)cc3)nc3cccnc32)cc1,-27%,4%,0%
Cc1c(C(=O)Nc2ccc(-c3nc4cc(Cl)ccc4o3)cc2)oc2ccccc12,-10%,11%,1%
CCCS(=O)(=O)NCCc1sc2nc(-c3ccc(F)cc3)nn2c1C,-52%[inhibitor],-8%,-15%
COc1ccc(-c2cc(C(=O)NCCc3ccccc3)c3c(-c4ccc(Cl)cc4)[nH]nc3n2)cc1,i,-10%,-1%
CCOC(=O)C1CCCN(C(=O)Cn2ncc3c(C)n(Cc4ccccc4F)c(C)c3c2=O)C1 (centres undefined),i,-6%,10%
Cc1ccc2onc(CC(=O)N3CCN(c4ccc(Cl)cc4)CC3)c2c1,-10%,?,12%
Cc1ccccc1CNC(=O)CN1C(=O)CCCc2ccccc21,-13%,1%,0%
Cc1ccc(NC(=O)C2CCN(C(=O)c3cnn(-c4ccccc4)c3-n3cccc3)CC2)cc1,i,-30%,0%
COc1cccc(CNC(=O)C2CCN(C(=O)N3CCOc4ccc(Cl)cc43)CC2)c1OC,?,-18%,1%
Fc1ccc(-n2ncc3c(Nc4ccc(Oc5ccc(Cl)cc5)cc4)ncnc32)cc1,-10%,2%,-7%
COC1(C(F)(F)F)NC(=O)N(c2ccc(F)cc2)C1=O (centres undefined),i,3%,-1%
CCCN(CCC)CC(O)Cn1cc(/C=C/C(=O)c2ccc(C)cc2)c2ccccc21 (centres undefined),-19%,?,7%
Brc1ccc(-c2nc3ccccn3c2Nc2ccc3c(c2)OCCO3)o1,-80%[inhibitor],?,-22%
Cc1c(CNCCc2ccc(S(N)(=O)=O)cc2)c(C(=O)O)c(C)n1Cc1ccc(Cl)cc1,-12%,3%,0%

# Continued (three carried over from the part before).
SMILES,PTHR1 agonist,GLP-1R inv ag,GLP1R cytotox
CCCN(CCC)CC(O)Cn1cc(/C=C/C(=O)c2ccc(C)cc2)c2ccccc21 (centres undefined),-19%,?,7%
Brc1ccc(-c2nc3ccccn3c2Nc2ccc3c(c2)OCCO3)o1,-80%[inhibitor],?,-22%
Cc1c(CNCCc2ccc(S(N)(=O)=O)cc2)c(C(=O)O)c(C)n1Cc1ccc(Cl)cc1,-12%,3%,0%
Cc1ccc(S(=O)(=O)N2CCc3cc(C(=O)Nc4ccc(C)c(C)c4)ccc32)cc1,i,-22%,-2%
Cc1ccc2nc(Cl)c3cc(C(=O)N4CCCC(C)C4)sc3c2c1 (centres undefined),-10%,-7%,-7%
COc1cccc(-c2nnc(SCC(=O)NC3CCCCC3)o2)c1,-13%,-7%,11%
CCOC(=O)c1cc(-c2ccccc2)n(CC(=O)N(C)c2ccc(OC)cc2)c1C,-24%,?,-2%
CC(C)Sc1ncc(Cl)c(C(=O)Nc2ccc(S(=O)(=O)Nc3ncccn3)cc2)n1,-36%,12%,-1%
O=C(CSc1ncc2c(n1)-c1ccc(Cl)cc1N(Cc1ccccc1)S2(=O)=O)Nc1ccccc1C(F)(F)F,i,9%,8%
CCN(CC)c1ccc(NC(=O)CCS(=O)(=O)c2ccc3c(c2)oc(=O)n3C)c(C)c1,-1%,8%,5%
CCOc1cc(C2NC(=O)c3c(sc4c3CCN(C)C4)N2)ccc1OC(=O)c1ccc(Br)cc1 (centres undefined),i,2%,31%[activator]
COc1ccc(CNC(=O)CC(c2ccc(OC)cc2)N2Cc3ccccc3C2=O)cc1 (centres undefined),i,0%,-4%
Cc1cc(Br)cc2c(C(=O)OCC(=O)c3ccccc3)cc(-c3ccccc3)nc12,i,12%,-1%
CSc1ccc(CNC(=O)CN2C(=O)C3CCCCN3c3ccc(C(=O)N4CCCC4)cc32)cc1 (centres undefined),-21%,-7%,-3%
Cc1ccc(CN2CCC(CNc3ncnc4onc(-c5ccc(F)cc5)c34)CC2)cc1,0%,3%,13%
CCn1cc2nc(SCc3cc(C)ccc3C)n(Cc3ccc(C)cc3)c(=O)c2n1,-7%,-6%,-1%
Cc1c(CN(C)C(=O)c2cc(-c3ccccc3)nc3ccc(Br)cc23)cnn1C,i,?,-24%
Cc1cccc(NC(=O)c2oc3ccccc3c2NC(=O)Cc2coc3ccc(C(C)C)cc23)c1,-5%,1%,-3%
Cn1nc(C(=O)Nc2cccc(C(F)(F)F)c2)c2c1-c1ccccc1S(=O)(=O)C2,-8%,9%,0%
COc1ccccc1N1CCN(S(=O)(=O)c2c(C)sc3ncn(CC(=O)Nc4ccc(C(C)C)cc4)c(=O)c23)CC1,14%,7%,13%
Cc1ccccc1C(=O)n1nc(-c2cccnc2)nc1NCc1ccc(F)cc1,i,?,7%
CC(CCc1ccccc1)NC(=O)Cn1ncc2c3ccccc3n(Cc3cccc(Cl)c3)c2c1=O (centres undefined),i,-18%,-4%
Cc1ccccc1C(=O)Nc1ccccc1-c1nc(-c2ccccc2)no1,i,1%,-6%
Cc1cc(C)cc(NC(=O)CCS(=O)(=O)c2ccc3c(c2)oc(=O)n3C)c1,i,-5%,-5%
Cc1ccsc1CCN1C(=O)N(c2ccccc2)C(=O)C1CC(=O)Nc1ccc(F)cc1 (centres undefined),i,?,-2%
O=C(CSc1cn(CC(=O)N2CCCCCC2)c2ccccc12)Nc1ccccc1F,-23%,?,-2%
O=C(c1ccccc1Br)N(Cc1ccco1)C1CCS(=O)(=O)C1 (centres undefined),22%,-4%,11%
O=S(=O)(c1ccc(F)cc1)N(Cc1nc(-c2ccccc2)no1)C1CCCCC1,-2%,?,4%

# Further results
SMILES,PTHR1 agonist,GLP-1R inv ag,GLP1R cytotox
COc1cccc(-c2cn3c(n2)sc2cc(C(=O)NCCCc4ccccc4)ccc23)c1,-21%,?,-15%
COc1cccc2cc(-c3cn4c(n3)sc3cc(F)ccc34)c(=O)oc12,-1%,13%,5%
COc1ccc(NC(=O)c2cc(=O)c3ccc(C)c(C)c3o2)cc1Cl,-15%,0%,-20%
CCOc1ccc(S(=O)(=O)N2CCC(N3CCN(Cc4ccc(F)cc4)C(=O)C3=O)CC2)cc1,-5%,?,-6%
CCc1nn(CC(=O)Nc2c(C)cccc2C)c(=O)c2cc3sccc3n12,0%,7%,-1%
CCc1ccc(S(=O)(=O)c2cn(CC)c3cc(N4CCOCC4)c(F)cc3c2=O)cc1,i,2%,-16%
COc1ccc(NC(=O)Cn2c(=O)c3cccn3c3ccccc32)cc1Cl,i,6%,20%
O=C(Cc1cccs1)NC1CC(=O)N(c2ccccc2)C1 (centres undefined),i,11%,0%
CCCOc1ccc(-c2nonc2NC(=O)c2oc3ccc(Cl)cc3c2C)cc1OCCC,i,8%,2%
CCOC(=O)CNC(=O)Cn1nc(N2CCN(c3ccccc3)CC2)ccc1=O,-15%,1%,10%
O=C(NCc1ccccc1Cl)C1CCCN(C(=O)c2cnn(-c3ccccc3)c2-n2cccc2)C1 (centres undefined),-22%,?,-12%
CCc1ccc(C2CC(=O)Oc3c2c(=O)n(C)c2ccccc32)cc1 (centres undefined),i,-9%,2%
COc1ccccc1C(=O)Nc1cc2c(cc1N1CCCCC1)n(C)c(=O)n2C,i,-4%,1%
COc1ccc(-c2nc(-c3ccccc3)c(-c3ccc(F)cc3)[nH]2)c(OC)c1C,-7%,?,2%
CC(=O)N(Cc1cccnc1)c1nc2c(C)cc(C)cc2s1,i,14%,3%
CCCCNC(=O)C(CC)Sc1nnc(-c2ccc(F)cc2)c(-c2ccc(F)cc2)n1 (centres undefined),-43%[inhibitor],-23%,3%
CC(=O)c1ccc(NC(=O)CN2C(=O)CCc3ccccc32)cc1,i,7%,0%
Cc1ccc(C2c3[nH]c4ccccc4c3CCN2C(=O)CSCc2ccc(F)cc2)cc1 (centres undefined),-8%,?,1%
COc1ccc(-c2noc(-c3cc(-c4ccc(F)cc4)n[nH]3)n2)cc1,-28%,-25%,3%
CCSc1ncc(Cl)c(C(=O)Nc2ccc(S(=O)(=O)Nc3nccc(C)n3)cc2)n1,i,8%,0%
O=c1c2sccc2n(Cc2cc(=O)n3ccccc3n2)c(=O)n1-c1cccc(C(F)(F)F)c1,i,7%,-10%
Cc1ccc(CN2CCSc3ccc(C(=O)NCc4ccc(OC(C)C)cc4)cc32)cc1,i,-5%,12%
Cc1ccc(CNC(=O)c2cc3sc(Cl)cc3n2C)cc1,i,?,1%
Cc1ccccc1CSc1nc2ccsc2c(=O)n1CCC(C)C,i,3%,2%
Cc1cccc(N2CCN(C(=O)Cn3ncc4c3-c3ccccc3OC4)CC2)c1C,i,?,-10%

# Next compounds:
SMILES,PTHR1 agonist,GLP-1R inv ag,GLP1R cytotox
CCOc1ccc(CNC(=O)CCc2cn(CC)c3ccccc23)cc1,i,?,0%
O=C(Cn1cnc2nc3c(cc2c1=O)CCCC3)N1CCN(c2ccccc2)CC1,10%,-16%,-3%
CCc1ccc(-c2nc(CN3CCC(C(=O)NCCc4ccc(C)cc4)CC3)c(C)o2)cc1,i,5%,0%
O=C(NCc1ccccc1)c1cccn1-c1nnc(N2CCCCC2)s1,-2%,7%,-1%
Cc1cccc2nc(-c3ccc(Cl)s3)c(Nc3ccc4c(c3)OCCO4)n12,i,10µM*,-6%
CCC(Cc1ccccc1)NC(=O)c1ccc2nc(N3CCC(C)CC3)sc2c1 (centres undefined),-2%,-5%,-3%
Cc1ccc(-c2nnc(Nc3ccc(OCC(N)=O)cc3)c3ccccc23)cc1S(=O)(=O)NCC1CCCO1 (centres undefined),-7%,21%,0%
Cc1ccc(Cl)cc1NC(=O)CCn1cnc2ccccc2c1=O,-3%,-15%,12%
CCOc1ccccc1Nc1nc(-c2ccc(C)cc2)c(CC(=O)O)s1,?,?,3%
CCN1CCN(c2csc3ccc(F)cc3c2=O)CC1,0%,17%,-4%
Cc1ccc2nc(CN3CCN(C(=O)Nc4ccc(F)cc4)CC3)oc2c1,-2%,-17%,-21%
N#Cc1ccccc1NC(=O)C(=O)NCC(c1cccnc1)N1CCN(c2ccccc2)CC1 (centres undefined),i,6%,3%
CCC1CCCCN1S(=O)(=O)c1cc2c(cc1C)NC(=O)CO2 (centres undefined),-5%,2%,-1%
CCn1cc(S(=O)(=O)c2ccc(Cl)cc2)c(=O)c2cc(F)c(N3CCOCC3)cc21,i,13%,-4%
Cc1ccc(/C=C/c2nc3ccccc3n2S(=O)(=O)c2cccc(Cl)c2)cc1,-27%,?,0%

# Seven entries picked at random from those above:
SMILES,PTHR1 agonist,GLP-1R inv ag,GLP1R cytotox
O=C(Cn1cnc2nc3c(cc2c1=O)CCCC3)N1CCN(c2ccccc2)CC1,10%,-16%,-3%
N#Cc1ccccc1NC(=O)C(=O)NCC(c1cccnc1)N1CCN(c2ccccc2)CC1 (centres undefined),i,6%,3%
CCOc1ccccc1Nc1nc(-c2ccc(C)cc2)c(CC(=O)O)s1,?,?,3%
CCC(Cc1ccccc1)NC(=O)c1ccc2nc(N3CCC(C)CC3)sc2c1 (centres undefined),-2%,-5%,-3%
CCN1CCN(c2csc3ccc(F)cc3c2=O)CC1,0%,17%,-4%
Cc1ccc(Cl)cc1NC(=O)CCn1cnc2ccccc2c1=O,-3%,-15%,12%
Cc1cccc2nc(-c3ccc(Cl)s3)c(Nc3ccc4c(c3)OCCO4)n12,i,10µM*,-6%

# Three structures from above, sorted by length of the SMILES, smallest number first:
SMILES,PTHR1 agonist,GLP-1R inv ag,GLP1R cytotox
O=C(NCc1ccccc1)c1cccn1-c1nnc(N2CCCCC2)s1,-2%,7%,-1%
CCC(Cc1ccccc1)NC(=O)c1ccc2nc(N3CCC(C)CC3)sc2c1 (centres undefined),-2%,-5%,-3%
Cc1cccc2nc(-c3ccc(Cl)s3)c(Nc3ccc4c(c3)OCCO4)n12,i,10µM*,-6%

# High-throughput results as filed in PubChem BioAssay.
